# MITF TRPM1 inh – reduces MITF-dependent TRPM1 promoter luciferase signal; SK-MEL-5 TRPM1 promoter luciferase, 24 h; inhibition, % at 12.5 µM; 330,000 tested, 0.83% active; AID 488899;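 active means mean inhibition across replicates of 60% or more, whatever share of single replicates reaches that level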; further: values of inactives mirror those of a sister screen read the other way
# KKLEB cytotox – CF airway cell cytotoxicity counter-screen; KKLEB CF airway cells viability, ATPlite luminescence, overnight; active compounds read low; cells stimulated with P. aeruginosa culture filtrate; activity change (cytotoxicity), % at 5 µM; 360,000 tested, 0.36% active;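 active means corrected activity change at or below -50% at 5 µM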
# Peg3 prom inh – reduces Peg3 promoter-driven luciferase expression in HeLa; HeLa PEG-Prom luciferase reporter, luminescence, overnight; inhibition, % at 20 µM; 360,000 tested, 1.7% active;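 active means inhibition of at least 50% at 20 µM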
# hiPSC survival – increases survival of single human iPS cells; hiPSC single-cell survival, ATPlite luminescence; 100% = ROCK inhibitor wells, 0% = DMSO; survival enhancement, % at 20 µM; 360,000 tested, 0.044% active; AID 602274; in the data active means survival enhancement above about 18%;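 further: cells exposed to compounds for 16 hours before the ATP read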
# NR2E3 ag-1 – NR2E3 (human) agonism; Q9Y5X4; GST-NR2E3/biotin-RetCOR TR-FRET, 1536-well; inhibition of corepressor binding, % at 4.78 µM; AID 2300; 320,000 tested, 0.12% active;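 active means percent inhibition above the cutoff of mean plus 3 SD of all tested compounds, set per screening campaign, cut at about 20% in these data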;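 further: 0% = DMSO wells and 100% = biotin wells as full block of FRET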
# Target sequence (Q9Y5X4 whole entry, looked up): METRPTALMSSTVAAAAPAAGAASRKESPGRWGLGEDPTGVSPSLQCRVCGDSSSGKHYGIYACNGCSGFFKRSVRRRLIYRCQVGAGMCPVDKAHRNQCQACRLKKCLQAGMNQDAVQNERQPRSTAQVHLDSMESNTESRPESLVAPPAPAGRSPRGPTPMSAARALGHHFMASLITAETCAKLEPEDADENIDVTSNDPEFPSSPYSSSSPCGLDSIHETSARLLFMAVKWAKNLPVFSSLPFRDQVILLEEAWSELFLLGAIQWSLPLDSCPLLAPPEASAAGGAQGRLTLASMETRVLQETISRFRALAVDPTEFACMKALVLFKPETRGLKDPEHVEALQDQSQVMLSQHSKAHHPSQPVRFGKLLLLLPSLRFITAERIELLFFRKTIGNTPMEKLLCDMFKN
#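 Format: 1536-well format; test system: GST-NR2E3 and biotin-RetCOR proteins; read-out basis: percent inhibition of TR-FRET ratio; timing: 5 h incubation at 4 °C; detection: time-resolved FRET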
# EBV LMP1 NFkB – Epstein-Barr LMP1 NF-kappaB reporter inhibition. LMP1-induced NF-kappaB luciferase reporter cells, luminescence. inhibition, % at 12.5 µM. 350,000 tested, 0.69% active. AID 504558; in the data active means inhibition above about 41%;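 further: 0% = neutral control wells and 100% = reference inhibitor control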
# HIF-2a inh – inhibitors of HIF-2a; 786-0 RCC cells HIF-2a reporter, luciferase luminescence, overnight; inhibition, % at 18.8 µM; 360,000 tested, 0.72% active; AID 624352;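 active means inhibition of the luminescence signal of 40% or more relative to plate controls, in a single-dose primary screen at 18.75 µM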
# Shn3 3UTR inh – inhibitors of Schnurri-3 3'UTR reporter in osteoblasts; Clone20 osteoblast Shn3 3'UTR firefly luciferase, 24 h; inhibition, % at 12.5 µM; 360,000 tested, 0.52% active;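 active means mean inhibition of at least 75% with every replicate also reaching 75%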;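 further: 0% = median of neutral control wells and 100% = pilot-screen positive control compound; some compounds past the cut are filed as inactive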
# TRAIL sens C8 – caspase-8 TRAIL sensitization. NB7+C8 cells + TRAIL, ATPlite viability luminescence. inhibition (viability loss, TRAIL sensitization), % at 10 µM. 360,000 tested, 1% active. AID 624354;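 active means compounds causing at least 50% loss of cell viability in the single-dose screen, relative to plate controls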
# CF NFkB block – cystic fibrosis NF-kB activation inhibition. KKLEB NF-kB-GFP reporter, PAF-induced, GFP fluorescence overnight. inhibition, % at 5 µM. 360,000 tested, 0.86% active;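 active means at least 50% inhibition at 5 µM, scaled per plate between neutral and stimulator controls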;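 further: PAF is a Pseudomonas aeruginosa culture filtrate used as stimulus; plate controls were PAF-stimulated DMSO wells for no effect and unstimulated DMSO wells for full effect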
# NR2E3 ag-2 – human photoreceptor-specific nuclear receptor agonism; 360,000 tested, 0.35% active; AID 602229; CHO-S Gal4-NCOR/VP16-NR2E3 two-hybrid, luciferase; inhibition of corepressor binding, % at 3.98 µM; Q9Y5X4;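 active means inhibition above the mean of all tested compounds plus 3 SD, cut at about 70% in these data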;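 further: 0% = DMSO with NR2E3 transfected cells and 100% = cells lacking NR2E3 construct; higher means lower luciferase signal from less NR2E3 corepressor binding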
# Active calls of the source: *; · = no result given. A portion of the library, so the mix of outcomes need not match the whole.
SMILES,MITF TRPM1 inh,KKLEB cytotox,Peg3 prom inh,hiPSC survival,NR2E3 ag-1,EBV LMP1 NFkB,HIF-2a inh,Shn3 3UTR inh,TRAIL sens C8,CF NFkB block,NR2E3 ag-2
CC(=O)N1CCc2cc(S(=O)(=O)CCC(=O)N3CCN(c4ccccn4)CC3)ccc21,3,-6,11,6.3,2,4,7,2,-9,-10,-21
CCOCCCNC(=O)c1ccccc1OC1CCN(S(C)(=O)=O)CC1,-11,4,-6,6.4,1,-43,-23,-10,-3,-1,-7
CC(C)CN(C1CCS(=O)(=O)C1)S(=O)(=O)c1ccc(C(C)C)cc1 (centres undefined),0,-1,9,-0.4,-5,2,1,9,5,2,-3
C#Cc1cccc(NC(=O)CSc2nnc(-c3ccc(C(F)(F)F)cn3)o2)c1,-63,12,-136,0.3,0,-23,-166,-44,1,-16,-79
COc1ccc(C)cc1NC(=O)CN(C)S(=O)(=O)c1cnc[nH]1,11,6,0,-1.6,-1,-9,-9,14,-32,-11,-2
CCN1CCCC1CNC(=O)Cn1ncc2c(=O)oc3ccc(C)cc3c21 (centres undefined),-2,-9,0,3.4,1,-26,14,-1,-11,5,-11
COc1ccc(CNC(=O)c2ccc(Br)o2)cc1,1,-3,-37,-2.5,-1,0,-50,-16,-3,9,-30
COc1ccc(C(F)(F)F)cc1N/C=C/c1nnnn1-c1ccc2ccccc2c1,4,2,2,0.2,-1,-14,17,11,3,2,21
O=S(=O)(c1cc(C(F)(F)F)ccc1Cl)N1CCN(c2ncnc3ccccc23)CC1,19,-6,32,0.0,·,15,28,69,30,11,99*
CN(C)CCNC(=O)c1cccc(-c2cccc3nncn23)c1,·,6,-1,-1.8,·,·,21,-11,-8,12,-3
O=C(Nc1cccc(O)c1)c1noc2c1CCc1ccccc1-2,-13,-44,-150,-3.4,-2,1,-165,-2,71*,5,-106
CC(C)(C)N(Cc1nc(-c2ccccc2)no1)C(=O)c1ccc2c(c1)OCO2,0,-4,8,-0.4,4,2,12,25,5,-6,-11
O=C(O)C1C2C=CC(C2)C1C(=O)N1CCc2ccccc21 (centres undefined),12,3,-12,-0.6,-1,-3,14,14,-4,1,-15
CCOCCc1nnc(NC(=O)CSc2ccccc2)s1,10,-11,-9,-2.8,-2,-1,3,3,2,8,-25
COC(=O)CCCC(=O)N1CCCC(CNS(=O)(=O)c2ccc(OC)cc2)C1 (centres undefined),18,27,9,3.8,0,2,21,22,0,5,11
Cc1cccc(C)c1Cn1c(C)c(C(=O)NCc2ccc(C#N)cc2)sc1=O,·,-14,9,-0.5,·,·,-11,8,4,-17,-19
COCCNC(=O)C(OC(=O)c1ccco1)c1ccccc1F (centres undefined),-2,9,7,0.2,0,2,18,11,-14,-19,-7
C#CCN(C(=O)c1ccc(OC)c(OC2CCN(C(C)C)CC2)c1)C1CCCCC1,-12,-5,10,-0.5,·,-1,7,15,3,11,12
O=C(CSc1nc2[nH]ncc2c(=O)n1-c1ccccc1Cl)N1CCCC1,5,-5,7,-0.1,0,-5,-8,-9,-3,-2,-31
O=C(NCCc1ccccc1)C(=O)NCC1(c2ccccc2)CCCC1,12,23,14,-1.2,1,-1,-4,0,-3,-5,-3
Cc1ccc(Oc2ncc(CN3CC(C)OC(C)C3)s2)cc1 (centres undefined),0,6,1,2.8,-2,-7,-12,5,-8,2,-16
CC(C)CSc1nc2ccccc2n1CC(N)=O,-2,8,23,-1.5,2,-5,19,-4,2,-2,-12
CC(C)OC(=O)CN1C(=O)S/C(=C/c2ccc(N3CCCCC3)o2)C1=O,-15,6,-32,-0.7,2,-5,-4,46,8,-25,10
O=C(COc1ccccc1)NCC(=O)N/N=C/c1ccco1,0,1,2,-1.9,-3,3,8,-17,11,-14,12
CCC(CC)C1C(C#N)=C(N)Oc2n[nH]c(C)c21 (centres undefined),21,-5,29,-1.6,-1,3,-12,3,20,13,-11
SMILES,MITF TRPM1 inh,KKLEB cytotox,Peg3 prom inh,hiPSC survival,NR2E3 ag-1,EBV LMP1 NFkB,HIF-2a inh,Shn3 3UTR inh,TRAIL sens C8,CF NFkB block,NR2E3 ag-2
Cc1ccc(S(=O)(=O)NCCNc2ccc([N+](=O)[O-])cc2)cc1,9,-2,26,0.7,2,0,10,26,-2,3,-15
COc1cccc(C(NC(C)=O)c2nc(/C=C/c3ccccc3)cs2)c1 (centres undefined),·,-7,10,5.7,·,·,-12,9,-8,-6,-14
COc1ccc(S(=O)(=O)N2CCC(C(=O)N[C@@H](C)C(=O)N3CCCC3)CC2)cc1,·,21,4,-3.9,·,2,2,6,-7,-37,1
CC1=C(C(=O)N2CCCCCC2)CC(CC(=O)NC2CCCC2)C(=O)N1Cc1ccccc1 (centres undefined),·,-3,5,2.5,·,·,5,0,1,8,-17
CC1C(=O)N(Cc2cn(Cc3ccco3)nn2)CCS(=O)(=O)N1Cc1ccc(-c2ccc(F)cc2Cl)cc1 (centres undefined),·,5,27,0.1,·,·,-9,30,13,44,7
O=C(CSc1nc2ccccc2o1)NCC(=O)c1ccccc1,4,1,-10,1.3,1,1,-8,-7,-1,2,2
COc1ccc(NS(=O)(=O)c2ccc3nc(COc4ccc(C#N)cc4)[nH]c3c2)cc1,-7,-9,19,-0.9,-3,-2,26,5,-12,-2,-2
Cc1ccc(S(=O)(=O)N2[C@@H](c3cccc(Cl)c3)C(C(=O)OC(C)(C)C)=CC[C@H]2c2ccc(C(C)C)cc2)cc1,·,-22,19,-0.3,·,·,10,26,9,6,7
CCOC(=O)C1CCN(C2CC(=O)N(c3ccc(OCC)cc3)C2=O)CC1 (centres undefined),-1,1,-19,-2.1,0,-3,-48,14,-11,5,-10
CC(=O)c1ccc(N2C(=NC(=O)COc3ccccc3)SC3CS(=O)(=O)CC32)cc1 (centres undefined),-7,-3,5,1.7,1,-1,2,-37,-12,16,4
COc1ccc(C(=O)COC(=O)CCS(=O)(=O)c2ccc(C)cc2)c(OC)c1,0,4,10,-0.4,3,-2,21,3,1,6,-5
CCC1=C(OC(=O)N(CC)CC)N2C(=O)OC(=NCCc3c[nH]c4ccccc34)[C@]2(Cc2ccccc2)[C@H]2C1=CC[C@H]1C(=O)N(CC)C(=O)[C@H]12,8,-2,13,1.9,-3,9,-3,8,2,-10,-5
CN(CC(=O)Nc1ccccc1Cl)C(=O)Cn1cc(C(F)(F)F)ccc1=O,5,-2,6,-2.3,3,-6,12,6,-12,13,-28
CC(C)c1ncc(C(O)c2cccc3ccccc23)n1C (centres undefined),2,8,4,-2.0,0,-11,0,16,1,4,-39
COCc1ccc(O)c2ncccc12,25,5,1,0.0,0,2,7,66,46,-26,-27
CCCCN(C(=O)c1nn(C)c(=O)c2ccccc12)c1c(N)n(CCC)c(=O)[nH]c1=O,2,0,5,-0.5,6,1,-19,-4,-14,-6,0
C1CC1C(=NN=C(C1CC1)C1CC1)C1CC1,-12,-2,1,6.0,·,-1,3,-4,-12,0,-1
CC(C)(C)OC(=O)NCCCCc1cn(CC(=O)N2CCN(C(=O)OC(C)(C)C)CC2)nn1,-2,-13,-2,-0.5,0,7,7,7,-13,2,-1
Brc1ccc(N=Cc2ccccn2)cc1,3,6,-68,-1.0,1,-12,-62,-20,5,-3,-6
COc1ccccc1C(=O)NC(=O)COC(=O)c1ccc([N+](=O)[O-])cc1,2,1,-2,-0.4,-5,2,-2,-15,-8,-15,17
COc1cccc(C2=NOC(C(=O)NCc3ccc(F)cc3)C2)c1 (centres undefined),10,-24,6,0.8,0,-16,-9,-36,2,6,-22
Cc1ccc(C(=O)N2CCOCC2)cc1S(=O)(=O)N1CCCCC1,1,-6,-4,-0.2,3,-6,8,0,-20,2,-3
Cc1n[nH]c(C)c1Sc1ccccc1N,-3,0,5,0.2,-1,-3,15,-18,-13,6,-18
CCOC(=O)c1[nH]c(C)c(C(=O)OCC(=O)N2CC(=O)Nc3ccccc32)c1C,-1,13,0,-0.8,3,4,10,17,-9,-22,0
N#Cc1ccc(CSc2nnc3ccccn23)cc1,-1,3,-12,-0.5,5,-6,1,-73,-10,15,-13
CN(C)N1C(=O)/C(=C/c2ccco2)SC1=Nc1ccccc1,4,0,5,-0.3,5,-5,3,-13,-20,12,15

# Some entries already given with just TRAIL sens C8, EBV LMP1 NFkB and CF NFkB block.
smiles | TRAIL sens C8 | EBV LMP1 NFkB | CF NFkB block
Brc1ccc(N=Cc2ccccn2)cc1 | 5 | -12 | -3
COc1ccccc1C(=O)NC(=O)COC(=O)c1ccc([N+](=O)[O-])cc1 | -8 | 2 | -15
COc1cccc(C2=NOC(C(=O)NCc3ccc(F)cc3)C2)c1 (centres undefined) | 2 | -16 | 6
Cc1ccc(C(=O)N2CCOCC2)cc1S(=O)(=O)N1CCCCC1 | -20 | -6 | 2
Cc1n[nH]c(C)c1Sc1ccccc1N | -13 | -3 | 6

# A run of entries of the results above, for reference:
SMILES,MITF TRPM1 inh,KKLEB cytotox,Peg3 prom inh,hiPSC survival,NR2E3 ag-1,EBV LMP1 NFkB,HIF-2a inh,Shn3 3UTR inh,TRAIL sens C8,CF NFkB block,NR2E3 ag-2
Cc1ccc(S(=O)(=O)NCCNc2ccc([N+](=O)[O-])cc2)cc1,9,-2,26,0.7,2,0,10,26,-2,3,-15
COc1cccc(C(NC(C)=O)c2nc(/C=C/c3ccccc3)cs2)c1 (centres undefined),·,-7,10,5.7,·,·,-12,9,-8,-6,-14
COc1ccc(S(=O)(=O)N2CCC(C(=O)N[C@@H](C)C(=O)N3CCCC3)CC2)cc1,·,21,4,-3.9,·,2,2,6,-7,-37,1

# Three entries out of the list, ordered by molar mass, smallest number first:
SMILES,MITF TRPM1 inh,KKLEB cytotox,Peg3 prom inh,hiPSC survival,NR2E3 ag-1,EBV LMP1 NFkB,HIF-2a inh,Shn3 3UTR inh,TRAIL sens C8,CF NFkB block,NR2E3 ag-2
C1CC1C(=NN=C(C1CC1)C1CC1)C1CC1,-12,-2,1,6.0,·,-1,3,-4,-12,0,-1
N#Cc1ccc(CSc2nnc3ccccn23)cc1,-1,3,-12,-0.5,5,-6,1,-73,-10,15,-13
CC1C(=O)N(Cc2cn(Cc3ccco3)nn2)CCS(=O)(=O)N1Cc1ccc(-c2ccc(F)cc2Cl)cc1 (centres undefined),·,5,27,0.1,·,·,-9,30,13,44,7
